# PLC-gamma1 inh: PLC-gamma1 (human) inhibition, primary screen; P19174; purified PLC-gamma1, fluorogenic substrate, fluorescence; inhibition, % at 12.2 µM; 0.84% of 370,000 active; in the data active means inhibition above about 9.5%
# ASAP1 GAP inh: inhibitors of human ASAP1 ArfGAP activity; ASAP1-stimulated ARF1 GTP hydrolysis, GDP FP detection; Q9ULH1; 0.19% of 360,000 active; inhibition, % at 16.5 µM; AID 624377; in the data active means inhibition above about 25%;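 further: 0% = vehicle with enzyme and substrate and 100% = no enzyme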
# ADAM10 inh: inhibits human ADAM10. O14672. recombinant ADAM10, EDANS/DABCYL FRET peptide cleavage, 3 h. inhibition, % at 7 µM. 0.62% of 370,000 active. AID 720582;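 active means inhibition above a per-campaign cutoff equal to the mean of compounds falling between control-based bounds plus 3 SD, cut at about 20% in these data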;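 further: 0% = DMSO wells while the 100% control is not disclosed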
# ARFGAP1 inhibitor: inhibitors of rat ARFGAP1. Q62848. Arfgap1-stimulated ARF1 GTP hydrolysis, GDP FP detection. inhibition, % at 16.5 µM. 0.26% of 360,000 active;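 active means inhibition above a per-plate limit, mean inhibition of low control wells plus 3 SD, cut at about 25% in these data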;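 further: 0% = DMSO wells with enzyme and 100% = wells lacking Arfgap1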
#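 system = rat Arfgap1 catalytic domain, aa 1-136 | technique = FP, GDP Alexa 633 tracer displaced from anti-GDP antibody, 620/688 nm | compound = one concentration, 16.5 µM, DMSO 1.26% | medium = HEPES-based buffer, pH 7.5 | timing = compound-enzyme preincubation 20 min, reaction 120 min, detection 60 min, 25 °C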
# ADAM17 inh: inhibits human ADAM17; P78536; recombinant ADAM17, EDANS/DABCYL FRET peptide cleavage; 0.83% of 370,000 active; AID 720648; inhibition, % at 6.95 µM;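 active means inhibition above the mean of compounds lying between control limits plus 3 SD, set per campaign, cut at about 8.5% in these data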;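 further: 0% = DMSO-only wells as the low control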
# Target sequence (P78536 215-824 limits assumed): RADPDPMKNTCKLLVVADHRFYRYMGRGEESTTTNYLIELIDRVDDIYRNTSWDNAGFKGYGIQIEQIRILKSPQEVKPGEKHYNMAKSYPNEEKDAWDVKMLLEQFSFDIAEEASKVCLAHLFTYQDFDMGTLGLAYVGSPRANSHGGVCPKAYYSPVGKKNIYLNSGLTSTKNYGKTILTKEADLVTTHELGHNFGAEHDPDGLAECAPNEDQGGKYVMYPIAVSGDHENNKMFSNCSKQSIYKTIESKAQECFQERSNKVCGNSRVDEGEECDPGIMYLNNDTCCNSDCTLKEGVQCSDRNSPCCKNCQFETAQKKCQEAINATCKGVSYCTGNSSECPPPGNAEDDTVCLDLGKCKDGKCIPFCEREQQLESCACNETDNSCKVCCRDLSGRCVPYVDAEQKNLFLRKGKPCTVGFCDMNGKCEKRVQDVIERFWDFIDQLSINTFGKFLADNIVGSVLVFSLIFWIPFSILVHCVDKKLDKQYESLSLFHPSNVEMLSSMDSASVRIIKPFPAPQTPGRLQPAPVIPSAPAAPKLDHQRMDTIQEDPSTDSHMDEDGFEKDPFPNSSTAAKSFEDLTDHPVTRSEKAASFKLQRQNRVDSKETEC
# TDP2 absorb: TDP2 (human) inhibition, absorbance primary screen | AID 720702 | recombinant TDP2, T5PNP hydrolysis, p-nitrophenol absorbance 415 nm | O95551 | 0.34% of 370,000 active | inhibition, % at 12.8 µM;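 active means inhibition above the mean of all tested compounds plus 3 SD, set per campaign, cut at about 25% in these data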;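 further: 0% = DMSO with enzyme and 100% = buffer with substrate but no TDP2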
# Target sequence (O95551 whole entry, looked up): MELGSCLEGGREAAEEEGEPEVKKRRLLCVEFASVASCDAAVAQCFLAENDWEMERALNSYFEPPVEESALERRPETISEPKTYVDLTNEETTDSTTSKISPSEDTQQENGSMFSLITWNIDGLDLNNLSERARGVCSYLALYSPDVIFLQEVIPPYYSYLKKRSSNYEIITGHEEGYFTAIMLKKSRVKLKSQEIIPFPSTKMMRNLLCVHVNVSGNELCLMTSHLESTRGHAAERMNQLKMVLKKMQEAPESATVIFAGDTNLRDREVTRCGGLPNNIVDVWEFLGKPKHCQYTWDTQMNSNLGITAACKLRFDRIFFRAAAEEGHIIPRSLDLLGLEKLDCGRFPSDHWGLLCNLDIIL
#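 Assay system: recombinant human TDP2 / Reagent: T5PNP substrate at 5 mM, a TopII-DNA adduct mimic / Measured by: epi absorbance from released p-nitrophenol / Evaluation: % inhibition relative to enzyme-containing and enzyme-free wells / Control set: enzyme-free and DMSO wells / Replicates: each compound tested once, singlicate / Schedule: enzyme reaction with compound for 2 h at 37 °C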
# Tn7 DDE FP: inhibitors of Tn7 peptide binding to human fibrin DD(E); P02675; FP displacement of FITC-Tn7 peptide from fibrin DD(E); 0% = median of compound wells per plate; inhibition, % at 8.3 µM; 0.13% of 370,000 active;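 active means inhibition above the mean of compounds falling within the control limits plus 3 SD of them, cut at about 14% in these data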;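 further: 0% = plate median of compound wells and 100% = 10 µM Aha-Tn7 peptide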
#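 Test system: human clot-derived fibrin DD(E) complex / Quantity: 2 µM final DD(E) protein / Incubation: 10 min plus 3 h, room temperature / Measured by: fluorescence polarization / Benchmarks: high control of 10 µM Aha-Tn7 peptide / Replicates: singlicate testing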
# Tn6 DDE FP: disrupts Tn6 cyclic peptide binding to fibrin D-Dimer-E complex. P02675. Fibrin DD(E) TRITC-Tn6 fluorescence polarization displacement. inhibition, % at 8.3 µM. 0.21% of 370,000 active. AID 720509;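 active means inhibition above a per-campaign cutoff: mean of compounds within control limits plus 3 SD, cut at about 15% in these data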;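 further: 0% = median of all compound wells on the plate and 100% = blocking peptide control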
# PLC-beta3 inh: blocks human PLC-beta3 enzyme activity; Q01970; 0.18% of 370,000 active; Purified PLC-beta3, fluorogenic substrate, fluorescence; inhibition, % at 12.2 µM; AID 720704; in the data active means inhibition above about 11%;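 further: 0% = median of compound wells on plate and 100% = full blocker control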
# SIAE primary: blocks human sialic acid acetylesterase | SIAE FP-Rh probe binding, fluorescence polarization | inhibition, % at 9.66 µM | 0.69% of 370,000 active | Q9HAT2;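 active means inhibition above a cutoff: mean of compounds within the control limits plus 3 SD of those, cut at about 17% in these data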;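 further: 0% = plate median of compound wells and 100% = probe without SIAE protein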
# * marks the source's active call; other numbers are inactive results; nt = not tested or not shown.
compound	Tn7 DDE FP	ADAM10 inh	ADAM17 inh	PLC-gamma1 inh	ASAP1 GAP inh	TDP2 absorb	Tn6 DDE FP	SIAE primary	PLC-beta3 inh	ARFGAP1 inhibitor
O=C(NCCSc1ccccc1)c1ccco1	6	-2	0	4	-8	5	4	1	0	0
COc1ccc(S(=O)(=O)N2CCOCC2)cc1NC(=O)CCNC(=O)c1ccc(Br)cc1	3	-9	-3	-3	21	14	-9	2	-5	0
CSc1nc(-c2ccccc2F)c(C#N)c(=O)n1C	3	3	1	0	8	5	4	-3	2	-6
O=S(=O)(/N=C(/c1ccccc1)N1CCOCC1)c1ccc(Br)cc1	2	-16	-2	-2	-5	-5	-5	0	-7	3
NC1C=CC=C(C(=O)O)C1 (stereo not drawn)	-3	-3	-8	0	22	7	-2	1	0	3
COC(=O)C1=C(C)NC(C)=C(C(=O)OCC2CCCO2)C1c1cccc(Cl)c1 (stereo not drawn)	-3	-122	-31	-87	12	12	4	0	-126	4
Cc1cc(C)c(C(=O)COC(=O)Cn2c(C)csc2=O)cc1C	5	3	-2	0	5	-2	4	2	-11	7
CCOC(=O)c1c(NC(=O)CC2Nc3cc(C)c(C)cc3NC2=O)sc(C)c1C (stereo not drawn)	-2	-15	-4	1	2	-1	3	-6	-8	-5
CCn1c(SCc2ccccc2Cl)nnc1-c1ccccc1OC	5	-9	2	2	nt	-2	0	8	-6	nt
CC(C)CNC(=O)/C(C#N)=C1\N=C(NC(=O)c2ccco2)c2ccccc21	-2	-9	-3	-4	-8	11	-4	-2	-13	-1
CC(C)CC1NC(=O)c2ccc(Cl)cc2-n2c1nc1cc(F)ccc1c2=O (stereo not drawn)	-7	9	11*	6	14	-13	1	0	7	7
CCCc1[nH]nc2c1C(c1ccc(OC(=O)N3CCOCC3)cc1)C(C#N)=C(N)O2 (stereo not drawn)	3	4	-4	-3	-5	-9	2	3	0	-11
O=C(NCc1ccc2c(c1)OCO2)c1cc(COc2c(F)cccc2F)on1	2	3	-2	-2	-6	-13	3	-1	-12	-3
COc1ccccc1CN1CC(C(=O)N(C)Cc2[nH]c3ccccc3c2C)CCC1=O (stereo not drawn)	6	-14	-2	0	6	-3	-1	2	-9	13
CC1CCN(S(=O)(=O)c2ccc(C(C)C)cc2)CC1	-9	5	1	2	3	-4	2	-2	3	-7

# A run of entries from the list above, for reference:
compound	Tn7 DDE FP	ADAM10 inh	ADAM17 inh	PLC-gamma1 inh	ASAP1 GAP inh	TDP2 absorb	Tn6 DDE FP	SIAE primary	PLC-beta3 inh	ARFGAP1 inhibitor
O=C(NCCSc1ccccc1)c1ccco1	6	-2	0	4	-8	5	4	1	0	0
COc1ccc(S(=O)(=O)N2CCOCC2)cc1NC(=O)CCNC(=O)c1ccc(Br)cc1	3	-9	-3	-3	21	14	-9	2	-5	0

# Additional structures.
compound	Tn7 DDE FP	ADAM10 inh	ADAM17 inh	PLC-gamma1 inh	ASAP1 GAP inh	TDP2 absorb	Tn6 DDE FP	SIAE primary	PLC-beta3 inh	ARFGAP1 inhibitor
Cc1ccc(S(=O)(=O)N2CCN(CC(=O)Nc3ccccc3C(=O)NC3CC3)CC2)cc1	2	-8	-6	0	8	1	0	1	-6	6
Cc1ccccc1NC(=O)CNC(=O)Cc1cccc2ccccc12	6	-8	-2	-3	-10	3	8	-1	-10	-1
CSCCC(NC(=O)COc1ccccc1)C(=O)N1CCN(c2ccccc2)CC1 (stereo not drawn)	-2	-10	1	3	-10	8	-3	1	-6	13
O=C(CC1S/C(=N/N=C/c2cccs2)NC1=O)Nc1ccccc1F (stereo not drawn)	7	-4	-4	0	-6	-2	-2	-33	-5	9
COc1ccc(CNC(=O)CN(C(=O)c2csnn2)c2cnc3ccccc3c2)cc1	5	-5	-5	-9	-9	4	4	0	-22	0
Cn1c(SCC(N)=O)nnc1-c1ccccc1	-6	1	-1	3	7	8	1	8	4	-8
COc1ccc(NC(=O)c2cc(C3CCCCN3C(=O)c3ccc(C#N)cc3)on2)c(C)c1 (stereo not drawn)	-4	-4	-2	1	-5	4	1	-2	4	-8
C[C@H](CO)N1C[C@H](C)[C@@H](CN(C)C(=O)Nc2ccccc2)Oc2ccc(NS(=O)(=O)c3ccccc3)cc2C1=O	-8	-12	4	9	6	-5	-8	3	1	6
Cc1ccc(C)c(NC(=S)NC(NC(=O)OCc2ccccc2)C(Cl)(Cl)Cl)c1 (stereo not drawn)	-9	8	2	-1	8	-2	6	-7	0	1
CC(C(=O)Nc1ccc2nccnc2c1)N1C(=O)C2C3C=CC(C3)C2C1=O (stereo not drawn)	1	-94	-23	-26	-1	5	-3	0	-34	-12
Cc1cc(C)n2nc(SCc3ccc(C#N)cc3)nc2n1	-3	0	0	2	2	10	4	-4	2	9
O=C(COC(=O)Cc1ccc(Br)cc1)NC1CC1	4	-9	0	3	-9	10	3	0	-1	-9
OCCCNc1ncnc2[nH]ncc12	3	-61	-12	-21	-6	-10	-3	-3	-26	4
COc1ccc(/C=C/C(=O)OCC(=O)c2c(N)n(C)c(=O)n(C)c2=O)c(OC)c1	-6	1	-3	1	15	-2	2	-5	-7	5
O=C1NC2(CCCCC2)N(C(=O)c2ccccc2)C2=C1CCCC2	-1	-2	-2	0	8	7	-1	-2	-3	4

# Single values from above:
# `Cc1ccc(C)c(NC(=S)NC(NC(=O)OCc2ccccc2)C(Cl)(Cl)Cl)c1` (stereo not drawn) in PLC-gamma1 inh reads -1
# `Cc1ccccc1NC(=O)CNC(=O)Cc1cccc2ccccc12` in PLC-beta3 inh reads -10
# `COc1ccc(CNC(=O)CN(C(=O)c2csnn2)c2cnc3ccccc3c2)cc1` in ARFGAP1 inhibitor reads 0
# `COc1ccc(NC(=O)c2cc(C3CCCCN3C(=O)c3ccc(C#N)cc3)on2)c(C)c1` (stereo not drawn) in Tn7 DDE FP reads -4

# More entries follow:
compound	Tn7 DDE FP	ADAM10 inh	ADAM17 inh	PLC-gamma1 inh	ASAP1 GAP inh	TDP2 absorb	Tn6 DDE FP	SIAE primary	PLC-beta3 inh	ARFGAP1 inhibitor
O=C(NCc1cccnc1)C(=O)NCC1OCCN1S(=O)(=O)c1ccc(Cl)cc1 (stereo not drawn)	0	-17	-2	5	6	-6	-14	-2	-6	7
COc1ccc(C)cc1NC(=O)CSc1ccc(-c2cccnc2)nn1	-1	2	-1	0	1	13	-6	0	-3	-1
COc1ccc(S(=O)(=O)N(C)C[C@H]2Oc3c(NC(=O)Cc4ccccc4)cccc3C(=O)N([C@H](C)CO)C[C@@H]2C)cc1	3	5	3	3	1	-14	11	0	1	-5
COc1cc(N)c(Br)cc1C(=O)O	7	6	-2	1	1	9	1	-1	0	-9
Cc1cccc(NC(=O)c2ccc(NS(=O)(=O)c3c(C)noc3C)cc2)c1	-4	2	0	4	-3	-6	-6	-6	4	9
NC(=NCc1ccco1)NC(=O)c1ccc(Cl)cc1	7	6	0	1	-5	-5	-2	-6	-5	3
O=C(NCc1ccco1)c1cccc2c1C(=O)c1ccc(N3CCC(N4CCCCC4)CC3)cc1S2(=O)=O	-4	-1	1	-90	1	-15	-3	1	-125	12
C=C1CC(C(=O)N/N=C/c2ccccc2)C1	4	6	2	5	-6	6	-5	-5	-1	-8
C=Cc1ccc(Cn2c(C)c(C(=O)NCc3cccc([N+](=O)[O-])c3)sc2=O)cc1	-7	14	6	4	17	-6	4	-2	4	-12
COc1ccc(-c2cn[nH]c2-c2ccc(OCc3ccc([N+](=O)[O-])cc3)cc2O)cc1OC	2	11	9.8*	0	10	-7	-5	7	-7	7
CC(=O)Nc1ccc(NC(=O)CSc2nnnn2C2CCCCC2)cc1	0	-8	-2	1	0	-7	7	3	-2	1
CN1CCN(c2ccc(S(=O)(=O)N3CCOCC3)cc2NC(=O)COc2ccc(F)cc2Cl)CC1	-3	-31	-17	-4	-17	0	0	-1	-14	1
CCCCN(C)C(=O)c1sc(=O)n(Cc2c(C)cccc2C)c1C	3	0	-3	1	0	-9	-7	-1	5	-7
COc1ccc(C(=O)N/C(=C/c2ccco2)C(=O)NCc2ccco2)cc1	1	-4	-5	-18	-2	-11	-4	3	-32	10
Cc1cccc(NC(=O)CSc2cccc3cccnc23)c1C	1	-181	-70	-98	-6	8	2	9	-114	-3

# ADAM17 inh, what is marked active above
compound	Tn7 DDE FP	ADAM10 inh	ADAM17 inh	PLC-gamma1 inh	ASAP1 GAP inh	TDP2 absorb	Tn6 DDE FP	SIAE primary	PLC-beta3 inh	ARFGAP1 inhibitor
CC(C)CC1NC(=O)c2ccc(Cl)cc2-n2c1nc1cc(F)ccc1c2=O (stereo not drawn)	-7	9	11*	6	14	-13	1	0	7	7
COc1ccc(-c2cn[nH]c2-c2ccc(OCc3ccc([N+](=O)[O-])cc3)cc2O)cc1OC	2	11	9.8*	0	10	-7	-5	7	-7	7

# More structures
compound	Tn7 DDE FP	ADAM10 inh	ADAM17 inh	PLC-gamma1 inh	ASAP1 GAP inh	TDP2 absorb	Tn6 DDE FP	SIAE primary	PLC-beta3 inh	ARFGAP1 inhibitor
O=C(NCc1nnc(SCC(=O)N2CCOCC2)o1)c1cccs1	-6	0	0	3	-5	12	-3	0	1	-2
COc1ccc(OC)c(N=Cc2c(O)[nH]c3ccccc23)c1	-3	-85	-30	-61	-2	8	-10	3	-192	-2
Cc1ccc(S(=O)(=O)N(Cc2ccccc2)c2ccccc2C(=O)NCc2ccco2)cc1	1	8	2	1	-5	-1	2	4	-15	0
COc1ccc(-c2cc(-c3nnc(SCC(=O)Nc4ccc(OCc5ccccc5)cc4)n3N)[nH]n2)cc1	3	1	1	0	nt	2	-6	2	2	nt
Cc1c(F)cccc1NS(=O)(=O)c1ccccc1C#N	-10	1	1	7	-12	-1	-4	2	4	5
O=C(O)c1ccccc1/C=N/NC(=O)C1CCCC1	-3	3	1	2	-8	-17	-14	0	-5	11
CC(NC(=O)C1CCN(Cc2ccccc2)CC1)c1cccc2ccccc12 (stereo not drawn)	-4	1	0	5	4	-1	-2	-2	0	10
CCOCCCNc1nc2ccccc2[nH]1	-8	-2	-5	0	8	9	1	5	3	-1
COc1ccc(Cl)cc1N/C(N)=N/c1nc(C)cc(=O)[nH]1	0	1	-6	0	6	-2	-6	3	0	12

# Screening results deposited in PubChem by The Scripps Research Institute Molecular Screening Center.
